# BoNT-A LC inh2: inhibitors of Botulinum neurotoxin A light chain protease | actives 0.17% (n = 360,000) | multiplex microsphere protease substrate cleavage, flow cytometry | inhibition, % at 10 µM | AID 588499; also: plate controls were buffer without enzyme for full effect and enzyme alone for no effect
# 3CLpro inhibitor: SARS-CoV 3CLpro protease inhibition; recombinant SARS-CoV 3CLpro, quenched FRET peptide cleavage; inhibition, % at 6 µM; actives 0.14% (n = 290,000); AID 1706; in the data active = inhibition above about 12%
# PrPC TRFRET: inhibitors of human cell surface prion protein PrPC. P04156. TR-FRET read-out. inhibition, % at 13.8 µM. actives 0.43% (n = 370,000); in the data active = inhibition above about 24%; also: 0% = median of the test wells and 100% = reference compound wells
# SSB-PriA inh: blocks PriA binding to SSB C-terminal tail. AlphaScreen SSBct-PriA binding, biotinylated peptide. inhibition, % at 33 µM. actives 0.6% (n = 430,000). AID 1272365; in the data active = inhibition mostly above about 37%, no sharp cut-off; inactive = mostly below about 20%;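 also: plate controls were negative control peptide for no effect and reference peptide for full effect; strong numbers were not always called active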
# TcdB GH inh: TcdB glycohydrolase inhibition | P18177 | TcdB glycohydrolase enzymatic assay, plate reader | inhibition, % at 9.99 µM | actives 0.24% (n = 350,000); in the data active = inhibition above about 10%
# BH1578 lux ind: inducers of Vibrio cholerae quorum light production without autoinducers; activation, % at 18.7 µM; AID 588436; actives 0.16% (n = 350,000); V. cholerae BH1578 lux reporter, luminescence, 6 h; in the data active = activation mostly above about 9.7%, no sharp cut-off; inconclusive = no clear call, values can overlap the other calls; inactive = mostly below about 3.7%; also: not every result past the cut was called active; inactives centre near 0; reference of the scale not given here
# PfHsp40 rescue: rescue of PfHsp40-mediated yeast toxicity | S. cerevisiae expressing PfHsp40, growth rescue, ATP luminescence | growth rescue, % at 12.5 µM | actives 0.68% (n = 340,000) | AID 504582; in the data active = growth rescue above about 28%, passing the limit was not always enough; inconclusive = no clear call, values can overlap the other calls;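 also: yeast W303a lacking pdr1 and pdr3 grown in galactose medium; growth measured after three days at 30 °C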
# Anthrax LF prot: inhibitors of Bacillus anthracis lethal factor protease; AID 588501; P15917; multiplex microsphere protease cleavage assay, LF; inhibition, % at 10 µM; actives 0.12% (n = 360,000); also: plate controls were buffer without enzyme for full effect and enzyme alone for no effect
# Target sequence (P15917 whole entry, looked up): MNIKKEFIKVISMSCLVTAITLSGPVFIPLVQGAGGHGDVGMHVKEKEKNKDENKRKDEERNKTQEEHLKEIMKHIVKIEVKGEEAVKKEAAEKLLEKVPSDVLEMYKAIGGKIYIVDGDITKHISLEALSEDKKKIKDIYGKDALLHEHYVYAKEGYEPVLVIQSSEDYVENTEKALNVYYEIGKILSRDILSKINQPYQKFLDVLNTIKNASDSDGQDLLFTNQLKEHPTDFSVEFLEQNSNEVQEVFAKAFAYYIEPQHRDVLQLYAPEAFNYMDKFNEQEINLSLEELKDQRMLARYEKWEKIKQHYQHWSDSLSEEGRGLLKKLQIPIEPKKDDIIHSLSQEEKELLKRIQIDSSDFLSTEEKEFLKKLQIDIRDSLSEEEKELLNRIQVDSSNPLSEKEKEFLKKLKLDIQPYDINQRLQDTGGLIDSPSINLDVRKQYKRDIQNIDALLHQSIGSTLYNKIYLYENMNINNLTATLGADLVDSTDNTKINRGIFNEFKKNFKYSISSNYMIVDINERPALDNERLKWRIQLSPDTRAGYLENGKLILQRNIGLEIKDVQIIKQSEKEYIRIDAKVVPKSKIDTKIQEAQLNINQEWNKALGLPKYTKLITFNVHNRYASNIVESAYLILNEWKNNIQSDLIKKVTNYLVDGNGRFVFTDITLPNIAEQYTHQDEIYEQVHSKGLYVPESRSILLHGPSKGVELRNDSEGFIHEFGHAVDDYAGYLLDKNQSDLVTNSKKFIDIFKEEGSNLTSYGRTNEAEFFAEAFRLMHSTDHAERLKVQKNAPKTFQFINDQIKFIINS
# Y pestis TopoI: blocks Yersinia pestis topoisomerase I activity | Y. pestis Topo-I cleavage product accumulation, plate reader | activity, % at 10 µM | actives 0.064% (n = 360,000) | AID 504884; in the data active = activity above about 50%, passing the limit was not always enough; inconclusive = no clear call, values can overlap the other calls; also: inactives centre near 2
# An asterisk follows results filed as active; i = inactive; u = inconclusive; x = not tested or not shown; & = joins results of further samples. Rule as the data show it, unless noted: active = inhibition above about 30%; inconclusive = no clear call, values can overlap the other calls; inactive = below that. The list is partial (hit frequency here may not be typical).
SMILES	TcdB GH inh	3CLpro inhibitor	PfHsp40 rescue	PrPC TRFRET	Y pestis TopoI	Anthrax LF prot	BH1578 lux ind	SSB-PriA inh	BoNT-A LC inh2
O=C1CC(c2ccco2)CC(O)=C1C=Nc1ccccc1-c1ccccc1 (stereo unspecified)	1.5	1	-0.3	-1	-4	-7	-0.2	-9	-3.4
CCc1cccc(NC(=O)c2sc3nc4n(c(=O)c3c2C)CCC4)c1	0.7	-1	7.1	1	9	11	i	-3	7.8
CC(=O)N1CCc2cc(S(=O)(=O)NCCCOC(C)C)ccc21	x	4	-2.7	3	-6	0	i	-5	-0.3
CC(Sc1ccccn1)C(=O)Nc1ccc2c(c1)OCCO2 (stereo unspecified)	0.8	x	-0.2	6	2	-2	1.4	-6	4.2
Cc1ccc(C(=O)N/C(=C\c2cccs2)C(=O)NCC2CCCO2)cc1C (stereo unspecified)	x	-3	-0.5	-6	3	0	-0.3	-1	0.1
Fc1cccc(Cc2c(C3CCCCC3)nc3ccc(Br)cn23)c1	2.0	x	x	4	x	-6	x	x	5.2
COc1ccccc1N1CCN(S(=O)(=O)CCNC(=O)C(C)Oc2ccccc2)CC1 (stereo unspecified)	0.6	x	x	2	14	2	-0.7	x	0.2
COc1ccc(/C=C(/NC(=O)c2ccco2)C(=O)N2CCCC2=O)cc1	1.8	4	-0.3	5	3	0	-0.3	-5	-0.5
COC(=O)c1nnc(-c2ccccc2)nc1OC	x	-2	-0.7	4	4	-3	i	-4	-0.6
O=C(Nc1cnc2ccccc2c1)c1cccc(-n2cnnn2)c1	x	-8	1.4	-9	1	-3	-3.1	-3	-0.4
O=C(O)/C=C/C(=O)NNC(=O)c1ccccc1Br	-4.1	-5	2.0	7	2	-16	i	0	4.7
CC1CCCCC1NC(=O)COc1ccccc1C#N (stereo unspecified)	-0.6	x	-0.1	-1	2	-6	i	-23	-2.4

# Brought forward from above: two compounds, followed by the next part.
SMILES	TcdB GH inh	3CLpro inhibitor	PfHsp40 rescue	PrPC TRFRET	Y pestis TopoI	Anthrax LF prot	BH1578 lux ind	SSB-PriA inh	BoNT-A LC inh2
O=C(O)/C=C/C(=O)NNC(=O)c1ccccc1Br	-4.1	-5	2.0	7	2	-16	i	0	4.7
CC1CCCCC1NC(=O)COc1ccccc1C#N (stereo unspecified)	-0.6	x	-0.1	-1	2	-6	i	-23	-2.4
O=C(COc1ccc2c(c1)OCO2)Nc1nccs1	-1.8	2	-0.9	7	1	-2	-0.3	13	-1.0
COc1ccc(CNC(=O)C2C3C=CC4(CN(Cc5cccnc5)C(=O)C24)O3)cc1 (stereo unspecified)	x	-1	-1.0	-6	4	-3	4.8	-4	0.8
C=CCn1c(NCc2ccco2)nc2ccccc21	-2.7	0	-0.3	3	-4	13	-1.7	-2	0.0
COc1ccccc1CO/N=C/NC(=O)c1c(OC)ccnc1Oc1ccc(F)cc1	1.5	3	0.2	2	1	3	i	i	0.1
O=C(Cn1cc(COc2c(F)c(F)cc(F)c2F)nn1)c1ccc(O)cc1	-1.4	x	-0.1	0	-13	-2	-0.4	-6	-0.4
S=c1[nH]nc(-c2cccc(Cl)c2)n1CCN1CCCCC1	x	5	-0.8	4	-7	0	-0.3	-7	-0.6
COc1ccccc1-c1cc(C(=O)N/N=C/c2sccc2C)c2ccccc2n1	x	2	-1.0	3	14	-2	0.9	x	0.8
Cc1c(NC(=O)CSc2ccc(Cl)cc2)cccc1-c1nc2ncccc2o1	1.2	-2	0.9	6	7	2	3.9	-1	1.4
CCCCC(=O)OCC(=O)c1[nH]c(C)c(C(=O)OCC)c1C	-0.9	-5	0.1	9	-1	1	0.0	-4	-0.2
CCCCn1c(N)c(N(CC(C)C)C(=O)CC2CCCCC2)c(=O)[nH]c1=O	0.9	x	-0.4	-12	-8	x	i	36	x
Cc1nc2c(o1)CCc1ccccc1C2N1CCN(C)CC1 (stereo unspecified)	1.9&1.0&7.6	0&-2	-1.3&-1.2&0.0	-9&-5&4	1&-6&0	-4&0&0	-7.1&-0.2	-1	-0.2&-0.7&0.5
NNC(=O)COc1ccc2oc3c(c2c1)CCCC3	0.6	1	-0.1	-2	15	-3	-0.5	3	1.3

SMILES	TcdB GH inh	3CLpro inhibitor	PfHsp40 rescue	PrPC TRFRET	Y pestis TopoI	Anthrax LF prot	BH1578 lux ind	SSB-PriA inh	BoNT-A LC inh2
Cc1ccc(Cl)c(OCC(=O)N(C)CC(=O)Nc2ccc(N3CCOCC3)cc2)c1	0.4	x	-0.7	1	12	x	-0.3	-9	x
CS(=O)(=O)N1CCC(C(=O)N2CCN(c3ccccc3)CC2)CC1	0.1	-1	0.1	-1	5	-1	i	-11&-13	-0.4
Cc1cc2cc(C#N)c(N3CCN(S(C)(=O)=O)CC3)nc2cc1C	2.5	-3	0.1	4	10	0	2.4	-11	3.7
Cc1cc(C)nc(SCC(=O)c2ccc(F)c(C)c2)n1	5.0	-3	0.8	-6	0	14	i	-21	-1.0
CCc1cc(/C(Cc2ccccn2)=N\Nc2ccccc2)c(O)cc1O	1.5	-1	4.5	15	-24	0	i	x	0.2
CCOC(=O)c1c(C)[nH]c(=S)c(C#N)c1-c1ccccc1	x	-3	10	37*	-2	-3	-0.7	-5	1.4
CC(=O)OC1C2(CC3N4C(=O)C5(CO)SSC4(CC31O)C(=O)N5C)OC(C)C(C)(C)C2=O (stereo unspecified)	x	x	4.4	x	9	-2	-5.6	-5	0.0
COc1cccc(NC(=O)COC(=O)COc2ccccc2[N+](=O)[O-])c1	x	-1	0.1	-7	-1	0	-0.2	18	1.0
CCc1nc2ccc(C(=O)Nc3cccc(NS(C)(=O)=O)c3)cn2c1N(C)Cc1nccn1C	0.1	x	x	1	-4	0	-0.4	x	0.4
Cc1c(Nc2nc(C(F)(F)F)nc3ccccc23)c(=O)n(-c2ccccc2)n1C	1.3	2	-1.2	2	-1	2	i	-20	-0.3
COc1ccc(C)cc1-n1c(-c2ccncc2)n[nH]c1=S	x	-1	-0.3	-2	-5	-2	i	-4	1.3
CSc1nc(N(C)C)c2ccccc2n1	0.8	-1	-0.8	4	8	-5	-0.4	-9	-0.7

SMILES	TcdB GH inh	3CLpro inhibitor	PfHsp40 rescue	PrPC TRFRET	Y pestis TopoI	Anthrax LF prot	BH1578 lux ind	SSB-PriA inh	BoNT-A LC inh2
Cc1cccc([C@@H]2[C@@H]3C(=O)N(Cc4ccccc4)C(=O)[C@@H]3[C@]3(Cc4ccc(Cl)cc4)C(=O)N(c4ccccc4)C(=O)N23)c1	0.6	-3	1.1	-9	-2	-11	-1.0	-22	-0.3
c1ccc(-n2nnnc2NC2CCCCC2)cc1	0.1	2	2.0	-1	3	-4	-0.5	1	-1.0
CC(C)(CSc1ccccn1)NS(=O)(=O)c1ccc(Cl)cc1	x	1	0.0	3	7	0	i	-27	0.0
COc1ccc(CN(CC(=O)NCc2ccc3c(c2)OCO3)C(=O)c2csnn2)cc1	1.9	-3	0.2	-7	6	7	i	-5	0.8
CCc1cc2c(=O)[nH]cnc2s1	x	-3	-1.8	3	3	-6	1.7	-10	-2.1
Cc1ccc(CNC(=O)C2CC=CCC2C(=O)O)cc1 (stereo unspecified)	-0.4	2	-1.3	9	-8	-11	i	-14	-1.8
O=C(CC1(O)C(=O)N(Cc2ccccc2)c2ccccc21)c1ccc2c(c1)OCO2 (stereo unspecified)	x	1	1.6	12	17	1	-0.4	7	0.7
Cc1nc(N)c(Br)c(C)c1Br	1.3	2	-1.8	-3	2	-7	1.9	-12	-0.5
Fc1ccc(-n2c(CN3CCCCC3)n[nH]c2=S)cc1	-0.1	-2	-1.0	-9	-4	1	i	-13	0.1
COc1cccc(/C=C2\SC(=S)N(CCCC(=O)NC3=NCCS3)C2=O)c1	1.1	0	0.0	-1	0	5	i	-2	1.0
O=S(=O)(NCc1ccc(F)cc1)c1ccc(Br)cc1Br	2.7	x	6.5	9	18	-2	-1.3	-12	0.1
CCOc1ccccc1N(C(=O)CNC(=O)c1ccco1)C(C(=O)NC1CCCC1)c1cccnc1 (stereo unspecified)	x	0	-0.3	-1	-12	0	i	-8	0.5

SMILES	TcdB GH inh	3CLpro inhibitor	PfHsp40 rescue	PrPC TRFRET	Y pestis TopoI	Anthrax LF prot	BH1578 lux ind	SSB-PriA inh	BoNT-A LC inh2
Cc1cc2ncn(C(=O)N3CCCCC3)c2cc1C	-0.6	2	-0.3	-3	5	1	-6.7	-17	-1.4
NCC(=O)c1ccccc1	0.1	x	0.6	0	5	-13	-1.0	-6&-14	0.2
CCCCNC(=O)NNC(=O)COc1cc(C)cc(C)c1	x	6	-0.3	-6	5	1	1.9	-7	0.1
O=C(Nc1ccc(S(=O)(=O)Nc2ccccc2)cc1)C1COc2ccccc2O1 (stereo unspecified)	x	2	0.9	3	-2	-3	i	-11	-0.6
Fc1ccccc1N1CCN(C2CCCN(Cc3cccc(C(F)(F)F)c3)C2)CC1 (stereo unspecified)	0.6	-1	-0.2	3	-3	-12	-0.7	2	-2.2
COc1ccccc1NC(=O)Cn1nnc2sc3c(c2c1=O)CC(C)(C)OC3	2.2	4	x	-6	4	u	-0.4	-4	-0.5
N#C/C(=C\c1ccc(-c2cccc([N+](=O)[O-])c2)o1)C(=O)NCCN1CCOCC1	1.0	2	-1.1	-14	-5	-2	0.9	-6	0.4
O=c1oc(-c2cccc(Cl)c2)nc2c1cnn2-c1ccccc1	x	2	-0.1	2	10	-2	-0.9	-2	-0.5
CC(=O)OCc1ccc(C2=CC(=O)CC(C)(C)C2=O)cc1	-0.4	x	x	2	-1	-5	-0.2	x	0.1
CCN(CC(=O)NCc1cccs1)C(=O)c1cccc(S(=O)(=O)Nc2cccc(C)c2)c1	-1.0	x	0.8	1	13	-6	-0.9	-7	0.3
O=C(NCc1ccccc1)c1nc[nH]c1C(=O)NCc1ccccc1	1.2	7	u	0	6	5	-0.7	-13	0.9
CCC1Sc2ccc(S(=O)(=O)Nc3ccc(OC)cc3)cc2NC1=O (stereo unspecified)	1.4	10	0.6	3	7	-4	i	8	1.7

SMILES	TcdB GH inh	3CLpro inhibitor	PfHsp40 rescue	PrPC TRFRET	Y pestis TopoI	Anthrax LF prot	BH1578 lux ind	SSB-PriA inh	BoNT-A LC inh2
CCOc1ccc(OCc2ccc(C(=O)N(C)c3ccccc3)o2)cc1	-0.3	1	2.7	15	17	-12	-0.8	-20	0.7
COC(=O)CSc1nc2cc3c(cc2cc1C)OCCO3	x	-1	163*	9	4	1	-0.7	-15	0.8
O/N=C/c1ccccc1Oc1ccc(Cl)cc1	3.3	-3	7.1	8	7	0	-0.2	x	-0.1
COc1ccc(Nc2nc(-c3cccc([N+](=O)[O-])c3)nc3ccccc23)cc1	x	0	-1.3	-3	3	-1	0.1	-8	-0.1
COCCNC(=O)Cn1c(=O)n(Cc2ccco2)c(=O)c2ccccc21	x	3	1.5	0	5	1	-0.6	-5	1.4
CC1(C)CC(=O)C(C2=NC3(CCCCCC3)Cc3ccccc32)=C(O)C1	3.2	4	-2.2	3	18	-4	-0.3	1	-1.0
O=C(Nc1cccc(-c2cn3c(n2)SCC3)c1)c1ccc(Br)o1	2.5	0	0.7	7	0	-6	-0.1	0	-0.8
CCN1CCCC1CNC(=O)c1ccc2c(c1)NC(=O)/C(=C\c1ccc(OC)c(OC)c1)S2 (stereo unspecified)	0.1	0	0.0	-20	-13	-4	-0.2	23	-4.9
FC(F)(F)c1cccc(N2CCCCC2)c1	-0.3	x	x	2	x	3	x	x	-0.1
O=C(NCc1nc2ccccc2[nH]1)c1ccc(S(=O)(=O)N2CCOCC2)cc1	x	1	-0.2	0	-2	-9	i	0	0.7
COc1ccc(C)cc1NC(=O)CNC(=O)c1sc2ccccc2c1Cl	2.2	x	0.2	0	-2	-2	-1.4	0	-0.8
O=C(ONC1=NCCCCC1)c1c(F)cccc1F	x	0	-1.6	0	2	6	-0.4	-19	3.9
CC1=C(C(=O)OC2CCCCC2)C(c2ccc(N(C)C)cc2)NC(=O)N1 (stereo unspecified)	0.7	2	-1.3	5	8	23	0.2	29	1.4
COc1ccc(C(=O)Nc2ccc3c(c2)OCCO3)cc1	x	4	1.4	6	-8	-7	i	-7	-0.3

# Assay outcomes as filed in PubChem.
